# Screening results as filed in PubChem BioAssay.
# E coli Lon inh: inhibitors of E. coli Lon protease; P0A9M0; purified E. coli Lon protease, fluorescence polarization; inhibition, % at 7.94 µM; hit rate 0.42% among 360,000; in the data active = inhibition above about 13%, passing the limit was not always enough;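 note: 0% = enzyme with probe and DMSO and 100% = no enzyme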
# MsrA inh: bovine MsrA inhibition | inhibition, % at 15.5 µM | hit rate 0.75% among 360,000 | purified bovine MsrA, absorbance read-out; in the data active = inhibition above about 4.5%;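 note: 0% = vehicle wells with enzyme and 100% = reference inhibitor wells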
# Neddyl block: blocks human cullin neddylation; P61081+Q13564; TR-FRET cullin neddylation, biochemical; calls only at 25 µM; hit rate 0.58% among 360,000; in the data active = inhibition above about 36%
# Rin1 Abl inh: inhibitors of human Rin1-Abl protein interaction; TR-FRET Rin1/Abl binding, biochemical; inhibition, % at 7.35 µM; hit rate 0.4% among 360,000; AID 588664; in the data active = inhibition above about 5%, passing the limit was not always enough
# bovine MsrA act: activators of bovine methionine sulfoxide reductase A; purified bovine MsrA, absorbance read-out; activation, % at 10.6 µM; hit rate 0.3% among 360,000; AID 602163; in the data active = activation above about 7.5%;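 note: 0% = vehicle and 100% = reference activator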
# TbMetRS inhib: blocks T. brucei methionyl-tRNA synthetase activity; purified T. brucei MetRS, ATP depletion, Kinase-Glo luminescence; inhibition, % at 11.9 µM; hit rate 0.4% among 360,000;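 active = inhibition above a per-plate cutoff of the control wells' mean inhibition plus 3 SD, cut at about 5.5% in these data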;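 note: 0% = DMSO wells median and 100% = median of wells with control inhibitor compound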
#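 Dosing: 11.9 µM single point; system: parasite MetRS enzyme; technique: luminescence of leftover ATP; times: 15 min enzyme-compound preincubation, 2 h reaction, 10 min detection, 25 °C; replicates: each compound tested once; read-out basis: percent inhibition relative to median high and low control wells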
# CSN inh: inhibitors of human CSN-mediated cullin deneddylation | Q92905 | Purified CSN, SCF-Nedd8-OG deneddylation, fluorescence polarization | inhibition, % at 12.5 µM | hit rate 0.38% among 360,000 | AID 651999;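 active = pattern-corrected inhibition above about 35%, with an unprinted fluorescence ratio check between 0.5 and 1.5, limit read from the data, passing the limit was not always enough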;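 note: 0% = enzyme with substrate and 100% = substrate without enzyme; some results filed as inactive read as strong as hits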
# Target sequence (Q92905 whole entry, looked up, one chain of several): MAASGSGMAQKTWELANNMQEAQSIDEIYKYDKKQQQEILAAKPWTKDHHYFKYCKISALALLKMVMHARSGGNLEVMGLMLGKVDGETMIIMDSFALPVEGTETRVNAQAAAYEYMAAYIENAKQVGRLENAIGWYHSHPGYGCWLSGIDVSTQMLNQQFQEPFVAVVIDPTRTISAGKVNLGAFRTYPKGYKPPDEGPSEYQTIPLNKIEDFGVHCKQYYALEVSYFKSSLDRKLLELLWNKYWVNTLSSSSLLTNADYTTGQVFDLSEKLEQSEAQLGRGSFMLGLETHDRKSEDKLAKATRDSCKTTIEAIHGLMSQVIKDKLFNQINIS
#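 Material: human Csn5 produced in HEK293T cells; Input: enzyme 0.24 nM; Reagent: SCFSkp2-Nedd8OG substrate at 10 nM final; Dosing: 12.5 µM compound; Incubation: 90 min reaction at room temperature; Detection: fluorescence polarization of the substrate; Evaluation: % inhibition of substrate cleavage by Csn5; Control set: substrate-only high control, full reaction low control.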
# PABP1 MLLE inh: blocks PAM2 peptide binding to the PABP1 MLLE domain. P11940. GST-MLLE / FITC-PAM2 fluorescence polarization. inhibition, % at 20 µM. hit rate 0.36% among 360,000. AID 588489; in the data active = inhibition above about 35%, passing the limit was not always enough;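 note: plate controls were DMSO wells with GST-MLLE for no effect and wells lacking GST-MLLE protein for full effect; some results filed as inactive read as strong as hits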
# Target sequence (P11940 whole entry, looked up, the tested form may be a part): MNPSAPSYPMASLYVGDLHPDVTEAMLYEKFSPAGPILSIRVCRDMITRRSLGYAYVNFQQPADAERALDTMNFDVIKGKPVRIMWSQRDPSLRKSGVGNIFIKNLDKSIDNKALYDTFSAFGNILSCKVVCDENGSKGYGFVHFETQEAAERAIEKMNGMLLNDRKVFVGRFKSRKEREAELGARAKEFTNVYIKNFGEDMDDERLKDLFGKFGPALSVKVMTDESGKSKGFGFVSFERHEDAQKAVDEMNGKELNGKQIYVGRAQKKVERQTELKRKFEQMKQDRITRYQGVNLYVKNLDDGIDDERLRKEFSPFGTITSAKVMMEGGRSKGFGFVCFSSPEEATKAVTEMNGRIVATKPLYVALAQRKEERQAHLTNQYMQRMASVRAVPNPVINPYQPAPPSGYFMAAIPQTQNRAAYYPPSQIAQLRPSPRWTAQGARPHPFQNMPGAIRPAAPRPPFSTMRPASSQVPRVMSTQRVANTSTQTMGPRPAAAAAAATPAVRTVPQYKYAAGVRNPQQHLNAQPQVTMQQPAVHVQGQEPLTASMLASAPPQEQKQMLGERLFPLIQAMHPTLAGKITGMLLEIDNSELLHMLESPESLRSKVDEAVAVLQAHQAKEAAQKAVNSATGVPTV
# FAS-TE inh: FAS thioesterase (human) inhibition | P49327 | recombinant FAS-TE, OMFH fluorogenic substrate, fluorescence endpoint | inhibition, % at 15 µM | hit rate 0.67% among 360,000;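 active = compounds whose normalised, plate-corrected inhibition of enzyme fluorescence in the single-dose primary screen is 50% or more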;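 note: 0% = DMSO with enzyme and 100% = substrate without enzyme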
# Numbers without * were called inactive; i = inactive; nt = not tested or not shown; + = active, no number.
no.	Structure	E coli Lon inh	MsrA inh	Neddyl block	Rin1 Abl inh	bovine MsrA act	TbMetRS inhib	CSN inh	PABP1 MLLE inh	FAS-TE inh
1	O=C(CN(Cc1ccc(F)cc1)C(=O)CNS(=O)(=O)c1ccc(F)cc1)NCC1CCCO1 (configuration not stated)	-1	0.7	i	5	-1	-0.5	0	-9	-2
2	COc1cccc(C(=O)OCCCN(C)C)c1	-1	0.1	i	1	0	0.3	2	-6	0
3	COCc1n[nH]c(=S)n1-c1ccccc1	-2	-0.3	i	4	-7	-1.1	4	5	-10
4	CC1CCCN(CCC(=O)c2ccc(Br)cc2)C1 (configuration not stated)	-2	2.8	i	2	-8	-0.3	2	24	-6
5	CNC(=O)C1CC(=O)N(CCc2ccc(OC)cc2)C(=Nc2ccc(OC)cc2)S1 (configuration not stated)	-4	0.3	i	0	-3	-0.3	3	-7	-2
6	Cc1ccc(NC(=S)NCCN(C2CCCCC2)C2CCCC2)cc1C	-2	-1.6	i	1	-3	-0.5	0	2	-2
7	O=C1C2CC=CCC2C(=O)N1c1ccc(OCC(O)Cn2nnc3ccccc32)cc1 (configuration not stated)	-2	1.2	i	-7	-2	-0.4	3	-13	-2
8	CN(CC(=O)Nc1ccc(Cl)c(C(F)(F)F)c1)C(=O)Cc1n[nH]c(=O)c2ccccc12	-17	-0.3	i	2	0	0.7	4	-7	18
9	COC(=O)C1(C)CCC(C(=O)Nc2ccccc2)C1(C)C (configuration not stated)	-13	1.1	i	-2	-7	-1.1	1	-8	-4
10	Cc1cc(C(=O)N2CCC(C)(C(=O)NS(=O)(=O)C3CC3)C2)n(C(C)(C)C)n1 (configuration not stated)	6	0.5	i	1	-4	-0.3	-3	-7	-9
11	Cc1csc(NC(=O)CN2C(=O)c3ccccc3S2(=O)=O)n1	4	-0.7	i	-1	-10	0.2	3	2	-6
12	Cc1noc(C)c1COc1ccc(C(=O)N2CCN(S(=O)(=O)c3ccc(F)cc3)CC2)cc1	-6	0.4	i	3	-1	0.2	-4	3	-34
13	Cc1cccc(CCNC(=O)C2CCC(CNS(=O)(=O)c3cccs3)CC2)c1 (configuration not stated)	-1	-0.4	i	-4	-6	-0.3	0	-1	-1
14	NNC(=O)c1oc2nc(-c3ccc(Cl)cc3)cc(-c3ccccc3)c2c1N	-8	1.9	+	0	-4	-0.5	7	-28	2
15	COc1ccc(C(=O)NC(=S)Nc2ccc(CN3CCOCC3)cc2)cc1OC	5	-0.7	i	1	-1	3.1	0	32	-2
16	Nc1ccc(Nc2ccccc2N)cc1	-17	0.8	i	-15	0	-0.6	8	-53	-3
17	N#Cc1c(NC(=O)C2CC(c3c(F)cccc3Cl)=NO2)sc2c1CCC2 (configuration not stated)	0	0.5	i	-1	-1	-1.0	5	19	22
18	Cc1c(C)n2c(SCC(=O)N3CCCCC3)nnc2[nH]c1=O	2	-0.2	i	1	-3	-0.1	2	5	-5
19	O=C(NC(Cc1ccccc1)C(=O)O)/C(=C/c1ccc([N+](=O)[O-])cc1)NC(=O)c1ccccc1Br (configuration not stated)	-5	-0.3	i	-1	-3	-0.3	0	11	-7
20	COc1cc2c(c(OC)c1OC)C(=O)CC2	-5	0.0	i	1	-3	-0.9	-2	4	-8

# Ordered by heavy-atom count (descending): some entries from above
no.	Structure	E coli Lon inh	MsrA inh	Neddyl block	Rin1 Abl inh	bovine MsrA act	TbMetRS inhib	CSN inh	PABP1 MLLE inh	FAS-TE inh
13	Cc1cccc(CCNC(=O)C2CCC(CNS(=O)(=O)c3cccs3)CC2)c1 (configuration not stated)	-1	-0.4	i	-4	-6	-0.3	0	-1	-1
9	COC(=O)C1(C)CCC(C(=O)Nc2ccccc2)C1(C)C (configuration not stated)	-13	1.1	i	-2	-7	-1.1	1	-8	-4
20	COc1cc2c(c(OC)c1OC)C(=O)CC2	-5	0.0	i	1	-3	-0.9	-2	4	-8

# (further entries)
no.	Structure	E coli Lon inh	MsrA inh	Neddyl block	Rin1 Abl inh	bovine MsrA act	TbMetRS inhib	CSN inh	PABP1 MLLE inh	FAS-TE inh
21	Cc1nc2nc3c(cn2n1)C(=O)CC(c1ccccc1)C3 (configuration not stated)	6	0.6	i	-3	-2	-0.5	-2	6	-5
22	CC(=O)c1cc2c(cc1NC(=O)CSc1nc3ccccc3o1)OCO2	8	0.8	i	3	0	-0.5	-1	14	14
23	CC(Oc1cccc2cccnc12)C(=O)N/N=C/c1ccccc1 (configuration not stated)	4	-0.3	i	4	-4	-0.3	-8	8	-4
24	COc1ccccc1CC(=O)Nc1ccc(S(=O)(=O)N(C)C2CCN(C)CC2)cc1	-14	0.3	i	4	-5	0.1	-3	-9	-4
25	O=C(COC(=O)c1ccc(OC(F)F)cc1)Nc1cccc(S(=O)(=O)NC2=NCCC2)c1	-11	2.4	i	2	0	-0.2	-1	5	-5
26	CCOCCn1c(CC)nc2ccccc21	8	0.8	i	1	-6	0.1	-2	0	-3
27	CCOc1ccc(OCCC(=O)OC(C)C(=O)Nc2ccc(Cl)cn2)cc1 (configuration not stated)	-8	-1.7	i	2	-2	-0.3	1	0	7
28	CCCNc1nc2c(c(=O)n(C)c(=O)n2C)n1Cc1ccc(F)cc1	5	-1.1	i	-1	-1	-0.5	-1	4	-4
29	C#CCOCCOCCOCCNc1nc(N2CCN(C(=O)[C@H](CO)n3cc([C@@H](N)C(C)C)nn3)CC2)nc(N2CCN(C(=O)[C@H](CCC(=O)O)n3cc([C@@H](N)[C@H](C)CC)nn3)CC2)n1	3	-0.1	i	-2	-1	0.1	-2	4	-8
30	COc1ccc(C(=O)Cc2cc(OC)c(OC)cc2[N+](=O)[O-])c(OC)c1	-5	-0.3	i	1	1	-0.4	3	3	-4
31	O=C(NCCO)C(=O)Nc1cc2c3c(c1)CCN3C(=O)CC2	-1	0.6	i	1	-5	-1.0	-8	3	-2
32	Cc1ccc(CC2S/C(=C(/C#N)C(=O)NCc3ccco3)N(c3ccccc3)C2=O)cc1 (configuration not stated)	1	2.3	i	0	-2	-0.7	5	4	-1
33	COc1ccccc1N1CCN(CC(=O)Nc2nc(C)c(C(=O)N(C)C)s2)CC1	-1	-0.9	i	2	-5	-0.8	0	8	-5
34	O=C(Nc1ccc2nc(-c3ccc(Br)o3)[nH]c2c1)c1cccs1	-5	3.5	i	3	-6	-1.0	2	20	4
35	COC(=O)C1CCN(CC(=O)Nc2ccc3c(c2)OCCO3)CC1	-18	-1.6	i	0	-9	-0.2	-1	-12	-6
36	O=C(Nc1nccs1)c1cnc2sccn2c1=O	-2	5.8*	i	-8	-10	-0.2	1	9	-8
37	COc1ccccc1CC(=O)Nc1ccc2c(c1)C(=O)NC2=O	5	-0.5	i	-3	-2	0.6	-2	-1	0
38	COC(=O)c1ccc2nc(-c3ccccc3)c(Cc3ccc(OC)cc3C)n2c1	4	1.0	i	nt	-5	-1.3	5	nt	10
39	Cc1ccc(F)c(S(=O)(=O)NC(=O)C2(C)CCN2C(=O)c2ccccc2)c1 (configuration not stated)	-1	1.3	i	1	-2	-0.2	-3	-11	-6
40	COc1ccc(F)cc1S(=O)(=O)NC1CCCCCC1	-5	0.1	i	1	-10	-1.1	5	9	-4
41	CC1CCN(C(=O)c2[nH]cnc2C(=O)N[C@@H](C)C(=O)OC(C)(C)C)CC1	14	1.6	i	1	0	-0.2	-1	7	-8
42	COc1ccc(NC(=O)CN2C(=O)NC3(CCCCC3C)C2=O)cc1OC (configuration not stated)	-3	-0.5	i	4	-3	-0.2	1	9	-8
43	COc1cccc(-c2ocnc2C(=O)Nc2ccc3c(c2)CCC3)c1	-9	0.3	i	4	-3	0.0	-2	6	12
44	O=C(Cc1ccc(NC(=O)C2CCCN(C(=O)C3CC3)C2)cc1)Nc1cccc(C(=O)N2CCCCC2)c1 (configuration not stated)	-7	0.0	i	2	1	0.9	-1	0	-16
45	CSc1nc(-c2ccccc2)cn1-c1ccc(NC(C)=O)cc1	2	-0.4	i	-1	-7	-0.9	1	5	3
46	Cc1cc(C)c2c(=O)n3c(nc2c1)C(Cc1ccccc1)NC(=O)c1cc2ccccc2cc1-3 (configuration not stated)	-7	-0.9	i	1	-2	0.1	1	2	86*
47	CCCCNC(=O)c1onc(CSc2ccc(F)cc2)c1C(=O)NCCCC	-10	1.1	i	2	-1	-0.4	-3	0	14
48	COC(=O)[C@@]1(Sc2ccc(C)cc2)CC(=O)N(C(=O)c2ccccc2)[C@@H]1c1ccccc1	-4	0.2	i	nt	-1	-0.5	-4	nt	19
49	CCN(C[C@H]1N[C@@](Cc2ccccc2)(C(=O)OC)[C@H]2C(=O)N(Cc3ccccc3)C(=O)[C@@H]12)C(=O)c1ccc(F)cc1	4	-1.2	i	-2	-7	0.3	2	-2	22
50	C(=N\Nc1nncn1/N=C/c1ccco1)/c1ccco1	1	4.0	i	-2	0	0.1	-6	-12	-3
51	Cc1ccc2[nH]c(=O)cc(C(=O)OCC(=O)c3ccccc3)c2c1	-4	1.5	i	-1	-5	-0.1	-4	3	-6
52	Cc1ccc(C2=NN3C(C2)c2ccccc2OC32C(=O)Nc3ccccc32)cc1 (configuration not stated)	-26	0.3	i	2	-3	-0.2	3	-24	23
53	Cc1ccc2cc(C#N)c(SCC(=O)N3CCCc4ccccc43)nc2c1C	-9	0.3	i	-3	-3	-0.4	-1	-10	47
54	CCn1c(SCC(=O)c2ccc(C)cc2)nnc1-c1ccncc1	-6	-0.3	i	-6	-3	-0.5	2	-19	-6
55	O=C(COC(=O)c1ccc(F)cc1)Nc1ccccc1N1CCOCC1	0	-0.5	i	1	-2	-1.2	4	-7	0
56	C/C(=N\NC(=O)c1ccc(NS(=O)(=O)c2cccs2)cc1)c1ccc2c(c1)OCO2	2	-0.8	i	-2	-7	-1.1	6	3	-3
57	CCOc1ccc2nc(NC(=O)CCn3cccc3)sc2c1	-14	-1.2	i	-1	-2	-0.1	-8	-5	0
58	CCc1ccc(NC(=O)CCS(=O)(=O)c2ccc(Br)cc2)cc1	4	-1.2	i	-1	-2	0.7	-1	11	6
59	COCCn1c(SCC(=O)c2ccc3c(c2)OCCO3)nnc1-c1ccco1	1	0.0	i	1	-2	-1.6	-1	16	-6
60	Cc1ccc(CC(=O)c2ccc(Cl)cc2)cc1	6	-0.8	i	-1	0	-0.5	5	-2	13
61	FC(F)Oc1ccccc1NC(=S)NCc1ccco1	11	0.3	i	1	-3	1.1	4	7	-5
62	Cc1cc(N2CCCC2)ccc1/C=C1/C(=O)N(C)C(=S)N1C	-38	1.7	i	3	-2	-0.2	18	-151	3
63	Cn1ccnc1SCC(=O)Nc1cccc([N+](=O)[O-])c1	9	1.6	i	-1	-6	-0.8	-10	5	0
64	O=C(Nc1cccs1)Nc1ccc(F)cc1F	-5	-1.0	i	-7	2	0.9	3	18	-7
65	Cc1ccc(-c2ccc(C)c(N)c2C)c(C)c1N	-5	1.5	i	0	-9	-0.2	-1	-3	-11
66	COc1nc(OC)nc(N2CCC(C(=O)NCc3ccco3)CC2)n1	17	-0.6	i	-1	0	-0.1	-3	-8	-5
67	COc1ccc(Cl)cc1NC(=O)c1[nH]c(C)c(C(C)=O)c1C	0	1.3	i	-8	-3	-0.8	1	-14	-1
68	CCOC(=O)Cc1nc2nc(C)cc(C)n2n1	-5	3.2	i	1	-2	0.0	-1	-11	-6
69	COC(=O)c1c(-c2cccc(OC)c2)csc1N	-5	-0.5	i	3	1	0.4	3	21	1
70	Cc1ccc(C)c(N2C(=O)CC(Cc3ccccc3)C2=O)c1 (configuration not stated)	1	-0.7	i	2	-2	0.4	0	-5	-7
